Bioassay records as filed in PubChem BioAssay.
esBAF inh – Bmi1 luciferase reporter increase in mESCs, primary screen, esBAF inhibitor project, mouse ES cells, Bmi1 luciferase knock-in, single point; reporter increase, % at 12.5 µM; 350,000 tested, 2% active; 24 h; 100% = twice the neutral-well signal; in the data active = activation above about 40%; inconclusive = no clear call, values can overlap the other calls;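 also: 0% = median of the plate's neutral control wells and 100% = double that signal; a rise in the Bmi1 reporter signal indicates esBAF inhibition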
PglD inh – C. jejuni PglD acetyltransferase inhibitors, primary screen, biochemical, DTNB colorimetric, single point | UDP-N-acetylbacillosamine N-acetyltransferase PglD (Campylobacter jejuni) | purified PglD enzyme, DTNB colorimetric CoA detection | inhibition, % at 12.5 µM | 360,000 tested, 0.098% active; in the data active = inhibition above about 16%, passing the limit was not always enough; inconclusive = no clear call, values can overlap the other calls; also: strong numbers were not always called active
ERp5 inh – inhibitors of ERp5-driven insulin aggregation, primary screen, biochemical, turbidity, absorbance 650 nm, single point | Protein disulfide-isomerase A6 (Homo sapiens), Q15084 | 90 min | inhibition, % at 9.99 µM | 350,000 tested, 0.05% active;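 active = mean replicate inhibition above about 25%, with every replicate also reaching it, limit read from the data, passing the limit was not always enough; inconclusive = only one of those two criteria met; inactive = neither criterion met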
RAD52 inh – RAD52 DNA annealing inhibitors, primary screen, biochemical, FRET, single point, set 2; DNA repair protein RAD52 homolog (Homo sapiens), P43351; recombinant RAD52 DNA annealing, FRET fluorescence; inhibition, % at 18.7 µM; 360,000 tested, 0.46% active; AID 651710, 2012;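 active = every replicate showing at least 50% inhibition; inconclusive = mean inhibition at least 50% but not in every replicate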
RAD54 inh – inhibitors of human RAD54 branch migration, primary screen, biochemical, fluorescence, single point | inhibition, % at 10.4 µM | AID 602329, 2012 | DNA repair and recombination protein RAD54-like (Homo sapiens), Q92698 | 360,000 tested, 0.14% active | RAD54 Holliday junction branch migration, FAM/BHQ fluorescence;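 active = mean normalized replicate activity at least 40 and at least half of replicates scoring 40 or more; inconclusive = only one of the two criteria met; inactive = mean below 40 and under half of replicates reaching 40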;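 also: 0% = median of neutral control wells and 100% = median of positive control wells; inhibitors cause a drop in the FAM fluorescence signal; in these data hits start at about 50%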
Target sequence (Q92698 whole entry, looked up): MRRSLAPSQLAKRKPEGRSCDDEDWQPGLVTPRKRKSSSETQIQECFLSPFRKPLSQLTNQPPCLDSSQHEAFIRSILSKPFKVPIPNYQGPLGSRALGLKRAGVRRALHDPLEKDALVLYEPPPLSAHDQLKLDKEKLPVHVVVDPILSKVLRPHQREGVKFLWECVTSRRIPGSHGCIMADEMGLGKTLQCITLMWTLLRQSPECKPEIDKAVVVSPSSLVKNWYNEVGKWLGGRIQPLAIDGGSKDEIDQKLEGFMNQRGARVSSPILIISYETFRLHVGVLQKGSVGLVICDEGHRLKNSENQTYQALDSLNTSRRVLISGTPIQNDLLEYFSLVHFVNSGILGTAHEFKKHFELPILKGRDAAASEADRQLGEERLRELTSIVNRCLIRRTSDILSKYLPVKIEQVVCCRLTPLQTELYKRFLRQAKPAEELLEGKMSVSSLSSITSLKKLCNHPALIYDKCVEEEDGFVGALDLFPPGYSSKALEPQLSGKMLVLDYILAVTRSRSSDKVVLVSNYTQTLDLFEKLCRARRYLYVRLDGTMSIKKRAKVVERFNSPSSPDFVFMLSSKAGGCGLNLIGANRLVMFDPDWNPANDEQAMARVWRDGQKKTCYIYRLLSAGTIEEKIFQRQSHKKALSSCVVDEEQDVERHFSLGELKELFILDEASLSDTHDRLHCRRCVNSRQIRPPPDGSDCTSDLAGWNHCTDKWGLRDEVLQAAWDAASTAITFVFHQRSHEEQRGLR
E-selectin induc – E-selectin induction in HUVECs, primary screen, imaging, HUVEC, immunofluorescence imaging, single point. normalized: neutral wells 0, TNF-alpha wells 100. activation, % at 7.58 µM. 260,000 tested, 0.37% active;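 active = mean E-selectin-positive cell signal at least 10% of the positive control, reached in at least 60% of replicates, without over 20% cell loss; inconclusive = no rule given, readout overlaps actives, possibly toxicity-flagged; inactive = the rest, including those meeting only one limit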;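 also: in these data hits start at about 27%; measured in HUVEC primary endothelial cells; signal is the percent of cells scored E-selectin positive by PE staining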
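material = human umbilical vein endothelial cells (HUVEC), E-selectin induction | quantity = 3,000 cells/well | medium = EGM-2 growth medium on 0.1% gelatin-coated wells | technique = immunofluorescence imaging | read-out basis = % PE-positive cells | control set = TNF-alpha positive control, DMSO neutral control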
CASP6 VEID inh – human caspase-6 inhibitors, primary screen, biochemical, VEID-R110 fluorescence, single point, set 2; purified caspase-6, Z-VEID-R110 cleavage fluorescence; inhibition, % at 12.5 µM; 350,000 tested, 0.53% active;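 active = mean inhibition across replicates at least about 35%, with every replicate also reaching that limit, limit read from the data; inconclusive = only one of the two criteria met; inactive = neither criterion met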;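 also: 0% = median of neutral control wells and 100% = no fluorescence left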
Target sequence (P55212 24-179 limits assumed): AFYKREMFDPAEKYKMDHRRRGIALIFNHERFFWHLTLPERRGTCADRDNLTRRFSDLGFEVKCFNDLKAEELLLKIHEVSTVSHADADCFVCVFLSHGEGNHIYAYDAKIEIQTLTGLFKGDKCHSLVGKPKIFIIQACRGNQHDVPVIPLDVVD
Target sequence (P55212 194-293 limits assumed): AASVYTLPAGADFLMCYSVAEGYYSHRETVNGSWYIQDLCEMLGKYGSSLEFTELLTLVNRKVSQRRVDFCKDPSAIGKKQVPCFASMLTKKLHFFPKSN
ARNT-TACC3 inh – disruptors of ARNT/TACC3 protein interaction, primary screen, biochemical, AlphaScreen, single concentration; AlphaScreen His-ARNT PAS-B/GST-TACC3 binding, luminescence; TACC3 fragment carries E629A point mutation; inhibition, % at 9.99 µM; 390,000 tested, 0.66% active;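 active = mean inhibition of replicates at least 50% and at least half of replicates each reaching 50%; inconclusive = half or more replicates reach 50% but mean below 50%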;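 also: 0% = complete ARNT plus TACC3 wells and 100% = ARNT alone without TACC3; many hits fall short of the cut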
Numbers without * were called inactive; & = joins results of further samples.

The opening two entries (preview)
Screening COCCNC(=O)c1ccc2c3n(nc2c1)-c1ccccc1CO3 returned esBAF inh 53*, PglD inh 1, ERp5 inh -2, RAD52 inh -8, RAD54 inh 4, E-selectin induc -0.3, CASP6 VEID inh 2 and ARNT-TACC3 inh 2.
Screening CNC[C@@H]1Oc2ncc(C#Cc3cccc(F)c3)cc2C(=O)N([C@H](C)CO)C[C@@H]1C returned ERp5 inh 0, RAD52 inh -11, E-selectin induc 0.3 and CASP6 VEID inh -1.

Results, repeating the preview:
Screening COCCNC(=O)c1ccc2c3n(nc2c1)-c1ccccc1CO3 returned esBAF inh 53*, PglD inh 1, ERp5 inh -2, RAD52 inh -8, RAD54 inh 4, E-selectin induc -0.3, CASP6 VEID inh 2 and ARNT-TACC3 inh 2.
Screening CNC[C@@H]1Oc2ncc(C#Cc3cccc(F)c3)cc2C(=O)N([C@H](C)CO)C[C@@H]1C returned ERp5 inh 0, RAD52 inh -11, E-selectin induc 0.3 and CASP6 VEID inh -1.
CN(C)/N=C/c1cn(-c2ccccc2)nc1-c1cccnc1 was read as ERp5 inh -3, RAD52 inh -14, E-selectin induc inconclusive, CASP6 VEID inh 0 and ARNT-TACC3 inh 1.
`Cn1cc(C(=O)N/N=C/C2=C(N3CCOCC3)C(=C/c3ccc([N+](=O)[O-])cc3)/CC2)ccc1=O` gave esBAF inh 0, PglD inh -4, ERp5 inh 7, RAD52 inh -10, RAD54 inh -3, E-selectin induc -0.1, CASP6 VEID inh 5 and ARNT-TACC3 inh 31.
For CC(C(=O)O)N(c1ccccc1Cl)S(C)(=O)=O (stereo not given) the results were esBAF inh 2, PglD inh 1, ERp5 inh 2, RAD52 inh 7, RAD54 inh -2, E-selectin induc 0.1, CASP6 VEID inh 0 and ARNT-TACC3 inh -1.
Screening O=C(COc1coc(CN2CCc3ccccc32)cc1=O)N1CCCCC1 returned ERp5 inh -2, RAD52 inh -1, CASP6 VEID inh 3 and ARNT-TACC3 inh 7.
`C[C@H](CO)N1C[C@H](C)[C@@H](CN(C)S(=O)(=O)c2ccccc2)Oc2ccc(NC(=O)c3ccncc3)cc2CC1=O` gave esBAF inh 0, PglD inh -1, ERp5 inh -2, RAD52 inh -6, RAD54 inh 5, E-selectin induc 0.0, CASP6 VEID inh 0 and ARNT-TACC3 inh 11.
Screening COc1ccc(-c2ccc(SCC(=O)c3cccs3)nn2)cc1 returned ERp5 inh 6, RAD52 inh -23, CASP6 VEID inh 2 and ARNT-TACC3 inh 22.
CC(NC(=O)C1CCN(C(=O)[C@@H]2Cc3ccccc3CN2C(=O)OC(C)(C)C)CC1)c1ccccc1 (stereo not given in full) was read as esBAF inh 6, PglD inh 5, ERp5 inh 15, RAD52 inh -6, RAD54 inh -6, CASP6 VEID inh -1 and ARNT-TACC3 inh -2.
`COc1ccc(/C=N/N(CCC(=O)NC(C)(C)C)C2=NS(=O)(=O)c3ccccc32)cc1` gave esBAF inh -3, PglD inh 9, ERp5 inh 3, RAD52 inh -6, RAD54 inh -33, CASP6 VEID inh -3 and ARNT-TACC3 inh 21.
For CCSc1nc2c(c(=O)[nH]1)C(C(C)C)C(C#N)=C(N)O2 (stereo not given) the results were esBAF inh -5, PglD inh 6, ERp5 inh -4, RAD52 inh -10, RAD54 inh 4, E-selectin induc -0.1, CASP6 VEID inh 3 and ARNT-TACC3 inh -5.
For Cc1csc(NC(=O)c2cc3c(s2)CCCC3)n1 the results were esBAF inh -21, PglD inh 3, RAD54 inh 10 and ARNT-TACC3 inh 2.
O=C(C[C@@H]1C[C@@H]2c3cc(NC(=O)CC4CC4)ccc3O[C@@H]2[C@H](CO)O1)NCc1ccccc1F was read as esBAF inh -9, PglD inh 3, ERp5 inh -3, RAD52 inh 6, RAD54 inh -18, E-selectin induc -0.5, CASP6 VEID inh 4 and ARNT-TACC3 inh -9.
For Cc1cccc(NC(=S)N2CCN(S(=O)(=O)c3cccc(F)c3)CC2)c1 the results were ERp5 inh 7, RAD52 inh -15, E-selectin induc 5.9, CASP6 VEID inh -6 and ARNT-TACC3 inh 0.
CC1(C)CC(=O)C=C(c2ccc(COC(=O)c3ccc(Br)cc3)cc2)C1=O was read as ERp5 inh 3, RAD52 inh -4, E-selectin induc -0.2 and CASP6 VEID inh 1.
O=C(CSc1nnc(-c2cccnc2)n1Cc1ccco1)c1ccc(Cl)c(Cl)c1 was read as esBAF inh -3, PglD inh 4, RAD54 inh -11 and ARNT-TACC3 inh -1.
Screening NS(=O)(=O)c1cccc(NC(=O)CSc2nnc(C3CC3)n2C2CC2)c1 returned esBAF inh 5, PglD inh 3, ERp5 inh 1, RAD52 inh 1, RAD54 inh 0, CASP6 VEID inh 4 and ARNT-TACC3 inh -6.
For COc1ccc(-c2cc(C(F)F)n3ncc(C(=O)Nc4cccc(S(=O)(=O)N5CCOCC5)c4)c3n2)cc1 the results were ERp5 inh 3, RAD52 inh -12, CASP6 VEID inh 0 and ARNT-TACC3 inh -3.
COc1ccc(C(=O)/C(C#N)=N/Nc2cccc([N+](=O)[O-])c2)cc1 was read as esBAF inh -19, PglD inh -2, ERp5 inh 9, RAD52 inh -6, RAD54 inh 6, CASP6 VEID inh 0 and ARNT-TACC3 inh -2.
`C=CCn1c(N)cc(=O)nc1SCC(=O)Nc1ccc(C(=O)OC)cc1` gave esBAF inh -1, PglD inh 1, ERp5 inh 3, RAD52 inh -4, RAD54 inh -1, E-selectin induc -0.1, CASP6 VEID inh 1 and ARNT-TACC3 inh -6.
Cc1ccccc1-c1ccc([C@@H]2[C@@H](CO)N3CCCCN(C(=O)c4cccnc4)C[C@@H]23)cc1 was read as esBAF inh 5, PglD inh 6, ERp5 inh -4, RAD52 inh -4, RAD54 inh -11, E-selectin induc 0.3, CASP6 VEID inh 0 and ARNT-TACC3 inh -2.
`COc1ccc(-n2c3c(cc(C(=O)NNc4ccccc4C)c2=O)C(=O)CC(C)(C)C3)cc1` gave esBAF inh 4, PglD inh 1, ERp5 inh -3, RAD52 inh -2, RAD54 inh 2, CASP6 VEID inh -1 and ARNT-TACC3 inh 1.
For O=C(Cc1ccc(F)cc1)N1CCC(CC2CC(c3cccc(Br)c3)=NO2)(C(=O)NCC2CCCCC2)CC1 (stereo not given) the results were esBAF inh 3, PglD inh 1, ERp5 inh 5, RAD52 inh -10, RAD54 inh 5, E-selectin induc 0.0, CASP6 VEID inh -7 and ARNT-TACC3 inh 1.
C[C@@H]1CN([C@@H](C)CO)C(=O)c2cc(NC(=O)Cc3cn(C)c4ccccc34)ccc2O[C@@H]1CN(C)C(=O)NC1CCCCC1 was read as esBAF inh 2, PglD inh 6, ERp5 inh -1, RAD52 inh -11, RAD54 inh -18 and CASP6 VEID inh -1.
`CC(C)(C)c1ccc(-c2noc(-c3ccc4c(c3)CCO4)n2)cc1` gave PglD inh 3, ERp5 inh 7, RAD52 inh -15, RAD54 inh -7, CASP6 VEID inh -3 and ARNT-TACC3 inh -3.
For C[C@@H]1CN([C@@H](C)CO)C(=O)c2cc(Br)cnc2O[C@H]1CN(C)C(=O)NC1CCCC1 the results were esBAF inh -1&0, PglD inh -5&1, ERp5 inh 8&6, RAD52 inh -6&7, RAD54 inh -1&5, E-selectin induc 0.2, CASP6 VEID inh 2&-5 and ARNT-TACC3 inh -1.
`C[C@H](c1ccccc1)N1C[C@H](COCc2ccccc2)Oc2cc(N3CCC[C@H]3C(N)=O)ccc2S1(=O)=O` gave ERp5 inh -7, RAD52 inh -23, E-selectin induc 1.1 and CASP6 VEID inh 0.
Screening O=C(NNC(=O)c1cccc(Br)c1)C(=O)N1CCCCC1 returned ERp5 inh 0, RAD52 inh 4, E-selectin induc inconclusive, CASP6 VEID inh 3 and ARNT-TACC3 inh -4.
COCCCNC(=O)[C@@]1(C)c2ccccc2C(=O)N(Cc2ccc(OC(F)(F)F)cc2)[C@H]1c1ccc(CO)cc1 was read as PglD inh 2, ERp5 inh 3, RAD52 inh 14, RAD54 inh -5, CASP6 VEID inh 2 and ARNT-TACC3 inh 3.
`Cc1ccc(NS(=O)(=O)c2ccc(C(=O)N3CCN(S(=O)(=O)c4ccccc4)CC3)cc2)cc1` gave esBAF inh 2, PglD inh 2, ERp5 inh 0, RAD52 inh -3, RAD54 inh 5, E-selectin induc -0.2, CASP6 VEID inh 0 and ARNT-TACC3 inh 30.
Screening OC(c1ccc(F)c(F)c1)c1ncc(-c2cccc(F)c2)[nH]1 (stereo not given) returned esBAF inh -1, PglD inh -4, ERp5 inh 1, RAD52 inh 2, RAD54 inh -14, E-selectin induc 1.0 and CASP6 VEID inh 3.
For COc1cccc(-c2ccc3c(c2)O[C@@H](CN(C)Cc2cccnc2)[C@H](C)CN([C@H](C)CO)S3(=O)=O)c1 the results were esBAF inh -1, PglD inh 4, ERp5 inh 2, RAD52 inh 7, RAD54 inh -2, E-selectin induc 0.2, CASP6 VEID inh -1 and ARNT-TACC3 inh 6.
For COc1cc(CNC(=O)c2ccccc2NC(=O)C2=C(C)OCCS2)cc(OC)c1OC the results were esBAF inh 7, PglD inh 1, ERp5 inh 1, RAD52 inh -26, RAD54 inh 1, CASP6 VEID inh 2 and ARNT-TACC3 inh -3.
`CCOc1ccc(CCNC(=O)C(CC)n2nc(C)n3c(cc4sccc43)c2=O)cc1OCC` (stereo not given) gave esBAF inh -9, PglD inh 0, RAD54 inh -8 and ARNT-TACC3 inh -3.
For Cc1nc(SCC(=O)Nc2ccccc2Cl)oc1C the results were esBAF inh -2, PglD inh 4, ERp5 inh 1, RAD52 inh -4, RAD54 inh 9, E-selectin induc 0.0, CASP6 VEID inh 3 and ARNT-TACC3 inh 1.
`Cc1cc(S(=O)(=O)NCC(c2ccc(F)cc2)N2CCN(C)CC2)ccc1F` (stereo not given) gave esBAF inh 4, ERp5 inh -1, RAD52 inh -3, CASP6 VEID inh -11 and ARNT-TACC3 inh 4.
`CN(C)C(=O)COc1ncnc2scc(-c3ccc(F)cc3)c12` gave esBAF inh -1, PglD inh -1, ERp5 inh 2, RAD52 inh -19, RAD54 inh -2, E-selectin induc -3.3, CASP6 VEID inh 0 and ARNT-TACC3 inh -1.
CC(=O)c1cc(CN2CCC(n3nccc3NC(=O)c3ccccc3)CC2)cs1 was read as PglD inh 0, ERp5 inh 0, RAD52 inh -21, RAD54 inh -5, CASP6 VEID inh 1 and ARNT-TACC3 inh -6.
COC(=O)c1ccc2nc(-c3ccc(C)cc3)c(Cc3ccsc3)n2c1 was read as esBAF inh 19, PglD inh -5, ERp5 inh 3, RAD52 inh -65, RAD54 inh 5, E-selectin induc 0.1 and CASP6 VEID inh 3.
For O=S(=O)(Nc1ncccn1)c1ccccc1 the results were esBAF inh -5, PglD inh 2, ERp5 inh -5, RAD52 inh -19, RAD54 inh 1, CASP6 VEID inh -5 and ARNT-TACC3 inh -4.
`Nc1c(-c2ccccc2)sc2ccc3ccccc3[n+]12` gave esBAF inh 13, PglD inh 0, ERp5 inh 7, RAD52 inh -24, RAD54 inh 20, CASP6 VEID inh 0 and ARNT-TACC3 inh 6.
`COc1ccc(CC(=O)Oc2ccc(F)cc2)cc1` gave esBAF inh 3, PglD inh -3, ERp5 inh 3, RAD52 inh 8, RAD54 inh -4, CASP6 VEID inh 2 and ARNT-TACC3 inh 2.
